# NOD1 inhibition: inhibition of NOD1-driven NF-kB reporter – cell-based, luminescence, uHTS, primary screen (AID 1578); inhibition, % at 4 µM, or EC50 in µM where a hit was titrated; actives 1% (n = 290,000); NOD1-driven NF-kB luciferase reporter cells, luminescence; higher % means a stronger effect; in the data active = inhibition mostly above about 36%, no sharp cut-off; inactive = mostly below about 34%;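 also: HEK-293T reporter cells stimulated with the NOD1 agonist gamma-tri-DAP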
# T cell HTS: modulates CD8 T cell binding to vesicles | calls only at 7 µM | 2C CD8+ T cell-vesicle binding, flow cytometry; active compounds read low | actives 0.068% (n = 330,000);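 active = response, share of CD8 T cells binding vesicles, and their 90th percentile fluorescence all below set limits, cut at about 80% in these data, passing the limit was not always enough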
#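 Also added: QL9-peptide-loaded Drosophila micro-vesicles bearing Ld, ICAM-1 and B7-1; Test system: purified 2C TCR transgenic mouse naive CD8+ T cells; Measured by: cytometric PE anti-B7-1 and Alexa647 anti-CD8 signals after 1% paraformaldehyde fixation; Timing: binding step 1.5 h, 37 °C, antibody labelling 20 min, ice.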
# KOR beta-arrestin-1: kappa opioid receptor blockers – cell-based, luminescence, uHTS (AID 1778); KOR beta-arrestin recruitment, luminescence, antagonist mode; higher % means a stronger effect; one-dose inhibition, % at 10 µM; IC50 in µM for titrated hits; actives 0.091% (n = 290,000); also: strong numbers were not always called active
# GPR55 beta-arrestin: selective activators of receptor GPR55 – imaging, U2OS cells, beta-arrestin-GFP redistribution, primary screen (AID 1961); actives 0.048% (n = 290,000); activation, % at 10 µM; hits with a dose series show EC50 in µM; U2OS GPR55 beta-arrestin-GFP redistribution imaging; higher % means a stronger effect;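 active = activation above 40% with more than 50 cells counted in the well; inconclusive = wells holding fewer than 50 cells, flagged as toxic or sparse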;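 also: U2OS osteosarcoma cells stably expressing GPR55 and beta-arrestin-GFP; plate controls were DMSO negative control for no effect and LPI positive control for full effect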
# Myeloid diff 2: promotes myeloid progenitor differentiation. ER-HoxA9 myeloid progenitors, lysozyme-GFP differentiation, flow cytometry. calls only at 10 µM. actives 1% (n = 360,000);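 active = normalized GFP-positive differentiation at or above the plate's own cutoff, the solvent-only control mean plus 3 SD; inconclusive = no clear call, values can overlap the other calls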;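 also: cells exposed to compound for four days before flow analysis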
# NTR1 ag: NTR1-driven beta-arrestin-GFP spot formation – imaging, U2OS cells, high content, primary screen (AID 493036); P30989; agonist mode; actives 0.17% (n = 330,000); activation, % at 20 µM;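 active = activation at or above 40% of the spot to cytoplasm intensity ratio, with at least 20 cells analyzed; inconclusive = wells under 20 cells, flagged as cytotoxic or low count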;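 also: 0% = DMSO without peptide and 100% = 100 nM NTR1 peptide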
# Target sequence (P30989 whole entry, looked up): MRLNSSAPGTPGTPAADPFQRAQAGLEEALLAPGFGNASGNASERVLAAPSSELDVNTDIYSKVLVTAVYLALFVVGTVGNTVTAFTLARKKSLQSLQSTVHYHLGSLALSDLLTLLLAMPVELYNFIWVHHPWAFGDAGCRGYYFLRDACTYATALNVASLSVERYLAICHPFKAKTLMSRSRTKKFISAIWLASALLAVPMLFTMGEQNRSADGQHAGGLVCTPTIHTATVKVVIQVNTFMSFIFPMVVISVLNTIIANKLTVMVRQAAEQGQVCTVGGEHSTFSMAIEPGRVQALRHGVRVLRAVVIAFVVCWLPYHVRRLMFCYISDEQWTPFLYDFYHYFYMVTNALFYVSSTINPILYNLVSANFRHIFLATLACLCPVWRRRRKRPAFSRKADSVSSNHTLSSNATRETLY
# KOR beta-arrestin-2: kappa opioid receptor activators – cell-based, luminescence, uHTS, primary screen (AID 1777); KOR beta-arrestin recruitment, luminescence; higher % means a stronger effect; one-dose activation, % at 10 µM; EC50 in µM for titrated hits; actives 0.02% (n = 280,000); in the data active = activation above about 50%, passing the limit was not always enough; also: a part of the inactive calls stands beside numbers as strong as those of hits
# GPR55 antagonists: GPR55 antagonists blocking LPI-driven arrestin recruitment, primary screen, imaging, U2OS, beta-arrestin-GFP, LPI agonist (AID 2013); actives 0.13% (n = 290,000); U2OS GPR55 beta-arrestin-GFP translocation imaging, LPI antagonism; higher % means a stronger effect; inhibition, % at 10 µM; hits with a dose series show IC50 in µM;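 active = spots per cell inhibited over 60%, with over 100 cells counted and total cytoplasm intensity under 500,000; inconclusive = wells with under 100 cells, flagged as likely toxic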;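 also: U2OS cells stably carrying GPR55 and arrestin-GFP stimulated by 5 µM LPI near EC80; imaged beta-arrestin-GFP aggregate spots per cell after agonist stimulation; plate controls were LPI-stimulated DMSO wells for no effect and DMSO wells without LPI for full effect; some results filed as inactive read as strong as hits; confirmed hits need IC50 under 10 µM and bright autofluorescent wells are also inconclusive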
# HEK293 NOD2/NF-kB: NOD2 signaling inhibitors, cell-based, luminescence, uHTS, HEK293 (AID 1566) | HEK293 NOD2/NF-kB luciferase reporter, luminescence; higher % means a stronger effect | inhibition, % at 4 µM; hits with a dose series show EC50 in µM | actives 0.63% (n = 290,000); also: many of its hits are not listed in these tables
# T cell HTS vesicle-bound %: recorded beside T cell HTS, whose call it bears; double positive events, %; measured here: CD8+ vesicle-bound cell fraction;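 binding gate set so that unloaded-vesicle control wells show 10% double positive cells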
# NTR1 ag cell count 20 µM: recorded beside NTR1 ag, whose call it bears; cell count; measured here: cell count, cytotoxicity flag
# Myeloid diff 2 GFP+ MAC1+ %: second read-out of Myeloid diff 2, no call of its own (marks repeat the call); GFP+ MAC1+ double positive, %; measured here: differentiation confirmed by MAC1 staining
# Starred values were filed as active, the others as inactive; i = inactive; ? = inconclusive; / = no result given; & = joins results of further samples; [ ] = dose if it differs, or a comment. Rule as the data show it, unless noted: active = inhibition above about 50%; inactive = the rest.
# The opening three compounds (preview)
SMILES,NOD1 inhibition,T cell HTS,T cell HTS vesicle-bound %,KOR beta-arrestin-1,GPR55 beta-arrestin,Myeloid diff 2,Myeloid diff 2 GFP+ MAC1+ %,NTR1 ag,NTR1 ag cell count 20 µM,KOR beta-arrestin-2,GPR55 antagonists,HEK293 NOD2/NF-kB
COc1cccc(C(=O)O/N=C(\N)Cc2ccc(Cl)cc2)c1,-30%,i,9,-1%,1.0%,i,1.0,0.5,57,-2.2%,13%,7%
Cc1ccc2nc(N3CCOCC3)c(C=O)cc2c1,-17%,i,57,-17%,-0.2%,i,0.7,0.3,58,-7.0%,-8%,9%
O=C(NC(Cc1ccccc1)C(=O)NCCc1ccccn1)c1ccccc1 (configuration not stated),-8%,i,48,2%,-0.1%,i,2.1,-0.6,48,-2.6%,-5%,6%

# Main list, from the first entry:
SMILES,NOD1 inhibition,T cell HTS,T cell HTS vesicle-bound %,KOR beta-arrestin-1,GPR55 beta-arrestin,Myeloid diff 2,Myeloid diff 2 GFP+ MAC1+ %,NTR1 ag,NTR1 ag cell count 20 µM,KOR beta-arrestin-2,GPR55 antagonists,HEK293 NOD2/NF-kB
COc1cccc(C(=O)O/N=C(\N)Cc2ccc(Cl)cc2)c1,-30%,i,9,-1%,1.0%,i,1.0,0.5,57,-2.2%,13%,7%
Cc1ccc2nc(N3CCOCC3)c(C=O)cc2c1,-17%,i,57,-17%,-0.2%,i,0.7,0.3,58,-7.0%,-8%,9%
O=C(NC(Cc1ccccc1)C(=O)NCCc1ccccn1)c1ccccc1 (configuration not stated),-8%,i,48,2%,-0.1%,i,2.1,-0.6,48,-2.6%,-5%,6%
CC1CCCN(C(=S)NCc2ccccc2)C1 (configuration not stated),-13%,i,36,28%,0.4%,i,0.5,-0.7,47,1.1%,13%,6%
S=c1[nH]ccn1-c1c(Cl)cccc1Cl,-6%,i,47,13%,-0.1%,i,0.4,1.7,80,3.2%,9%,4%
Cc1cccc(C)c1NC(=O)N1CCCCCCC1,-29%,i,28,15%,-0.6%,i,0.4,-1.0,50,-4.9%,-5%,-15%
Cc1cc(C)nc(SCC(=O)c2ccc(Cl)cc2)n1,-9%,i,62,-1%,-0.1%,i,0.9,-0.8,96,-3.0%,-2%,-2%
CC/C(=N\NC(=S)Nc1cc(C)ccc1C)c1ccc(OC(F)F)cc1,-17%,i,30,10%,-0.3%,i,0.1,1.4,72,2.0%,24%,-1%
Cc1cc(Br)ccc1NC(=O)CN1CCN(c2ccccn2)CC1,-2%,i,22,-22%,-0.1%,i,0.8,0.5,110,-3.2%,2%,-8%
O=C(/C=C/Nc1nccs1)C(F)(F)Cl,7%,i,33,-20%[20 µM],-0.1%,i,1.1,1.9,44,0.6%,1%,8%
COc1ccc(CNC(=O)C23CN(Cc4ccccc4)CC2C(c2ccc([N+](=O)[O-])cc2)=NO3)cc1 (configuration not stated),-43%,/,/,-27%,-0.1%,i,0.6,4.4,86,4.9%,14%,13%
O=C(COC(=O)CNC(=O)c1ccccc1F)Nc1cccc(S(=O)(=O)N2CCCCCC2)c1,-24%,i,31,-2%,-0.2%,i,0.0,0.5,48,0.4%,-4%,3%
COc1ccc(Cc2nnc(NC(=O)c3cccc([N+](=O)[O-])c3C)s2)cc1,-20%,i,36,-46%,-0.1%,i,0.7,-0.8,76,5.0%,10%,1%
CCCCC(=O)Nc1cccc(C(=O)Nc2ccccc2C(=O)O)c1,-33%,i,62,-1%[20 µM],-0.1%,i,0.2,0.6,44,/,8%,12%
COC(=O)C1C(O)=C(C=Nc2cccc3ccccc23)C(=O)CC1(C)C (configuration not stated),1%,i,54,-3%,-0.2%,i,0.5,2.7,56,-3.1%,4%,21%
O=C1N=C(N2CCCCC2)SC1=C1CCCC1,-51%,i,36,1%,-0.2%,i,6.8,0.5,71,2.9%,1%,-38%
Cc1cccc(OCc2nnc(NC(=O)Cc3cccs3)s2)c1,-31%,i,56,32%,-0.1%,i,2.4,7.0,87,-4.0%,8%,2%
O=C(O)c1ccccc1C(=O)c1ccc(N2CCOCC2)c([N+](=O)[O-])c1,-17%,i,66,-52%[20 µM],0.2%,i,0.3,1.3,33,-1.1%,-10%,-16%
COc1cc(C(=O)NCc2ccc3c(c2)cc(C)n3C)cc(OC)c1OC,-25%,i,11,3%,0.1%,i,0.3,1.5,37,-4.0%,-2%,17%
COc1cc(/C=N/N2CCN(c3ccccc3OC)CC2)ccc1O,-27%,i,42,-29%,-0.3%,i,1.0,-0.2,46,-3.3%,-14%,-4%
CCOC(=O)CNC(=S)SC,-5%,i,52,27%,0.9%,i,0.5,1.3,49,-7.3%,4%,-6%
COc1ccc(C)cc1N=Nc1ccc(O)c2ncccc12,-32%,/,/,/,0.2%,?,/,/,/,-8.2%,8%,-6%
NC(=O)c1ccc(NC(=O)CCCc2nc(-c3ccccc3Cl)no2)cc1,-17%,i,19,23%,-0.2%,i,2.1,-0.5,88,-0.4%,3%,13%
O=C1C(=O)N(c2ccccc2)C(c2ccccc2[N+](=O)[O-])/C1=C(\O)c1ccccc1 (configuration not stated),-50%,i,23,-4%[20 µM],0.1%,i,0.6,4.2,42,-1.4%,-2%,-29%
O=c1oc2ccccc2cc1-c1nc(-c2cccs2)cs1,-58%,i,16,16%,-0.1%,i,3.3,3.1,68,0.4%,2%,-33%
Cc1cc(NC(=O)CSc2nc3ccccc3n2CCC#N)no1,-22%,i,25,-6%,-0.4%,i,0.8,-0.7,55,-0.6%,5%,15%
CCCN1CCN(CCCNC(=O)c2ccccc2NC(=O)C2=C(C)OCCS2)CC1,26%,i,51,-11%,-0.2%,i,5.3,0.1,53,3.7%,-2%,-18%
O=C(NCC1CCCO1)C(=O)N/N=C/c1ccc(O)c(Cl)c1 (configuration not stated),3%,i,51,2%,0.0%,i,0.3,0.7,63,1.5%,-4%,29%
Cn1c(SCc2nc(-c3ccccc3)no2)nnc1-c1cccs1,-22%,i,40,17%,0.0%,i,2.8,-3.6,92,-2.9%,3%,8%
CN(C)S(=O)(=O)c1ccc(C(=O)NCCOc2ccccc2)cc1,-28%,i,38,15%,-0.1%,i,0.9,0.0,67,-2.9%,11%,-59%
CC1CCCCC1NC(=O)CN1C(=O)CSc2cc(S(=O)(=O)N3CCCCCC3)ccc21 (configuration not stated),-19%,i,40,6%,-0.2%,i,0.4,-1.2,59,1.4%,-4%,4%
c1ccc(Cc2nn3c(-c4ccncc4)nnc3s2)cc1,-24%,i,4,-11%,-0.1%,i,2.4,1.5,51,-3.0%,-15%,18%
CN(c1cccc(NC(=O)CN(c2ccc(F)cc2)S(C)(=O)=O)c1)S(C)(=O)=O,-33%,i,9,-6%,-0.2%,i,1.0,-0.8,27,-5.5%,-2%,-5%
CC(CC(=O)N1CCN(c2cccc(Cl)c2)CC1)S(=O)(=O)c1ccc2c(c1)NC(=O)CO2 (configuration not stated),22%,i,18,-14%,-0.4%,i,1.2,3.3,56,4.3%,8%,25%
O=C(NC1CCCCCC1)C1CCN(S(=O)(=O)c2ccccc2)CC1,/,i,5,8%,-0.1%,i,0.9,-0.6,95,3.8%,-2%,4%
COCc1cc(/C=N\NC(=O)COc2ccccc2)ccc1OC,-8%,i,16,11%,0.0%,i,0.4,1.4,55,1.6%,10%,7%
CCCCn1nnnc1NCc1cc(OC)c(OC)cc1OC,-11%,i,38,24%,-0.2%,i,1.0,1.6,67,-0.7%,0%,1%
CCC(CO)NCc1sccc1C (configuration not stated),-10%,i,23,-13%[20 µM],0.5%,i,0.2,-1.2,29,/,-2%,3%
Cn1c(=O)c2c(nc(SCC(=O)O)n2Cc2cccc(C(F)(F)F)c2)n(C)c1=O,-16%,i,37,16%,-0.1%,i,1.7,-0.9,40,-4.0%,12%,0%
CCOc1ccc(CCNC(=O)C2CCCN(S(=O)(=O)c3c(C)n[nH]c3C)C2)cc1OCC (configuration not stated),-3%,i,21,31%,0.3%,i,0.6,0.6,68,-5.7%,10%,3%
O=C(O)c1cc(NCc2cccs2)ccc1N1CCOCC1,2%,i,27,-3%,0.9%,i,1.2,0.3,63,-0.6%,-7%,17%
COc1ccc(NC(=S)NCCNC(C)=O)cc1,-34%,i,18,-32%,-0.2%,i,0.3,-1.4,44,-5.7%,20%,7%
Cn1c(=O)oc2cc(S(=O)(=O)N3CCc4ccccc43)ccc21,10%,i,33,47%,-0.1%,i,0.2,-1.8,64,3.8%,2%,3%
CCN1CCN(CC(=O)Nc2ccccc2)C(=O)C1=O,4%,i,29,-1%,-0.1%,i,1.7,-1.8,92,-1.9%,4%,8%
S=C1NC2(CCCCC2)NN1c1ccccc1,-32%,i,12,25%,-0.3%,i,0.2,3.5,50,-4.0%,16%,-27%
Cc1ccc(NC(=O)c2nnn(-c3cc(C)cc(C)c3)c2N)cc1,-10%,i,31,7%,-0.1%,i,0.7,-0.6,73,-0.1%,2%,26%
CN(C)c1cc[n+](CC(=O)Nc2cccc([N+](=O)[O-])c2)cc1,-12%,i,56,-31%[20 µM],0.1%,i,0.5,0.0,69,-2.3%,2%,14%
COc1ccccc1C(=O)N1CCC(N2CCN(c3ccccc3)CC2)CC1,1%,i,50,-12%,-0.1%,i,1.0,-1.1,53,-3.4%,9%,18%
Cc1cc(-n2c(C)cc(C(=O)CCl)c2C)no1,46%*,i,54,-7%,0.6%,i,2.0,8.2,62,-1.8%,13%,36%
CNC(=O)COc1ccc(Cl)c2cccnc12,-30%,i,21,-24%[20 µM],-0.1%,i,0.3,-0.6,53,1.4%,-10%,-8%
Cc1nn(C)c(Oc2ccc(Cl)cc2)c1C(=O)O,-7%,i,22,4%,-0.3%,i,0.4,-3.2,98,-1.0%,11%,-8%
COc1ccc(-c2cc(=O)c3c(OC)c(OC)c(OC)c(OC)c3o2)cc1OC,8%&-5%,i,22,8%&4%,-0.2%&0.2%,i,8.7,4.7,44,0.0%&0.6%,2%&-16%,35%&20%
CCCCCN(C(=O)NC(=O)Nc1ccc(C)cc1C)S(C)(=O)=O,-28%,i,30,-14%,-0.2%,i,0.5,-1.1,45,-4.1%,-1%,7%
COC(=O)Cn1c2ccc(C)cc2c2nc(C)sc21,5%,i,39,-32%,-0.2%,i,7.4,0.3,62,6.9%,-6%,-3%

# Source: PubChem

# Only part of the results is shown; count on the stated rates, not on these rows.
